GASC-1 inh = blocks human GASC-1 demethylase activity; AID 2099; inhibition, % at 2.35 µM; 0.069% of 330,000 active; GST-JMJD2C(1-420) H3K9me3 demethylation, DELFIA europium; Q9H3R0;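 active means more than half of a compound's replicate wells show inhibition beyond 50%, single wells judged on their own value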;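 further: signal counts dimethyl H3K9 product captured on neutravidin plate; 0% = median of DMSO wells and 100% = 0.3 times that DMSO median; strong numbers were not always called active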
Target sequence (Q9H3R0 1-420 limits assumed): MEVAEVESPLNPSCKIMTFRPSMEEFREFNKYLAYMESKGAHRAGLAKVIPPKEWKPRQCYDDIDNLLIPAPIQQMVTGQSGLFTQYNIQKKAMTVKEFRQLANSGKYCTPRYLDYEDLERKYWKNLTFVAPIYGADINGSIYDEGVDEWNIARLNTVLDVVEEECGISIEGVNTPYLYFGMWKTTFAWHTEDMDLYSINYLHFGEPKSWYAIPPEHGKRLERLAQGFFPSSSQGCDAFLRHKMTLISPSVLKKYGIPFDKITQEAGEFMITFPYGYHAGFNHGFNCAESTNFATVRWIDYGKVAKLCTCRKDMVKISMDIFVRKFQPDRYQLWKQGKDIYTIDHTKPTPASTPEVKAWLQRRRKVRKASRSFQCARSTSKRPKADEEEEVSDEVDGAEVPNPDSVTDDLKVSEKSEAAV
CTSL1 counter = cathepsin L1 inhibition, PFM18AAP counter-screen; recombinant F. hepatica cathepsin L1, Z-Leu-Arg-MCA fluorescence; inhibition, % at 5.96 µM; 0.49% of 300,000 active;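 active means inhibition above the mean of all tested compounds plus 3 SD, set per screening campaign, cut at about 17% in these data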;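 further: 0% = plate median of test compound wells and 100% = 1 µM Z-Phe-Ala-diazomethylketone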
TPT1 inh = blocks Candida albicans tRNA 2'-phosphotransferase. recombinant caTPT1, FP RNA substrate dephosphorylation. inhibition, % at 5 µM. 0.81% of 300,000 active. AID 1962;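 active means inhibition above the mean of all tested compounds plus 3 SD, set per screening campaign, cut at about 24% in these data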;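 further: plate controls were DMSO alone for no effect and ferristatin control at 100 nM for full effect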
CR mimetic SO = lowers age-related superoxide in aged yeast cells; S. cerevisiae aged cells, superoxide DHE fluorescence; stronger effect = lower value; superoxide response (% of plate mean), % at 10 µM; 0.18% of 330,000 active;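 active means superoxide response under a set limit, about three screen SD below normal, cut at about 65% in these data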;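 further: yeast aged for seven days with compound at 30 °C before DHE staining; 100% = average MFI of all compound-treated wells on the plate with controls excluded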
PP1 inh = PP1-alpha (human) inhibition in PP5 counter-screen | purified PP1alpha, OMFP fluorescence | P62136 | inhibition, % at 6.7 µM | AID 2235 | 0.9% of 320,000 active;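 active means inhibition above the mean inhibition of all tested compounds plus 3 SD, computed separately for each screening campaign, cut at about 15% in these data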
ZTA DNA inh = ZTA (EBV) inhibition in EBNA-1 counter-screen; inhibition, % at 11 µM; 0.15% of 320,000 active; AID 2234; P03206; ZTA-DNA binding, fluorescence polarization; in the data active means inhibition above about 33%
EBNA-1 inhibitor = blocks EBNA-1 binding to DNA; inhibition, % at 14.8 µM; 0.34% of 300,000 active; EBNA-1 DNA binding, fluorescence polarization; in the data active means inhibition above about 28%
core dimer inh = HCV core protein dimerization inhibition. TR-FRET GST/Flag-core106 dimerization, 1536-well. inhibition, % at 5 µM. 0.33% of 300,000 active;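 active means inhibition above the mean of all tested compounds plus 3 SD, set per screening campaign, cut at about 45% in these data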
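System: GST/Flag-tagged HCV core106 proteins. Incubation: compound-protein-antibody incubation 4 h at 22.5 °C. Technique: HTRF with 340 nm excitation, 617/671 nm emission. Medium: KF-containing HEPES buffer, pH 7.45, DTT, CHAPS, BSA. Read-out: inhibition (%) from 671 over 617 nm ratio. Also added: Eu(K)-anti-GST 90 ng/mL plus XL665-anti-Flag 1 µg/mL.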
PP5 primary = blocks human protein phosphatase 5 activity; P53041; purified PP5c, OMFP substrate fluorescence; inhibition, % at 6.7 µM; 0.18% of 320,000 active;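 active means inhibition above the campaign's mean inhibition across all tested compounds plus 3 SD, cut at about 9.5% in these data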;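 further: 0% = DMSO only and 100% = 100 µM cantharidin control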
Target sequence (P53041 whole entry, looked up): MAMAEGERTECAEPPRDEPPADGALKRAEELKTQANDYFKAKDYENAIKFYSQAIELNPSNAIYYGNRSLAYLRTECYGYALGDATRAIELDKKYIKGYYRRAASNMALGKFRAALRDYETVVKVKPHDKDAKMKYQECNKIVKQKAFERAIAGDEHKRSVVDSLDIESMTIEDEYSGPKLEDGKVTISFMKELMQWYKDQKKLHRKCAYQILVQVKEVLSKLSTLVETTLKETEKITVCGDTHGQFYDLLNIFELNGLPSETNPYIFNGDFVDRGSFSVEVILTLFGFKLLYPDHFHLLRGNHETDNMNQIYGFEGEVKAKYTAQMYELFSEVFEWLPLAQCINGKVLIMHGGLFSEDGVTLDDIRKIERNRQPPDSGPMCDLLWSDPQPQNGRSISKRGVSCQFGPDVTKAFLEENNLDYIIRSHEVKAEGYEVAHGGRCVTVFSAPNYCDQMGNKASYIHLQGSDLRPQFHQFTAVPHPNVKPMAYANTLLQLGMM
The depositor's hits bear a star; . = no result given; & = joins results of further samples.

SMILES	GASC-1 inh	CTSL1 counter	TPT1 inh	CR mimetic SO	PP1 inh	ZTA DNA inh	EBNA-1 inhibitor	core dimer inh	PP5 primary
CN(CC(=O)Nc1ccc(F)c(F)c1F)C(=O)C1CCCO1 (stereo not drawn)	1	10	1	93	-7	4	-13	-6	-1.0
COc1ccccc1CNC(=O)C1CCC(CNS(=O)(=O)c2ccc(F)cc2)CC1 (stereo not drawn)	2	3	-2	101	2	-9	-2	-3	1.2
Cc1c(C)n(C(=O)CN2CCN(c3ccccn3)CC2)c2ccccc12	-3	-3	3	106	-3	2	6	4	-0.2
COc1ccc(CCNC(=O)c2oc3ccc(OC)cc3c2C)cc1	31	-1	5	103	-3	0	-6	25	0.7
Cc1cccc(C)c1NC(=O)C(=O)NCC1CCCN1S(=O)(=O)c1ccccc1 (stereo not drawn)	-5	0	4	92	1	-7	-4	3	-1.9
CCC(C(=O)NCc1ccccc1OC)c1ccccc1 (stereo not drawn)	7	1	-5	105	-6	0	-3	0	-1.0
COc1ccccc1Cn1c(CCCO)nc2ccccc21	3	-3	-5	90	0	13	4	-2	1.1
Cc1ccc(NC(=O)CCSc2nc(C)cc(C)n2)cc1	-10	6	-2	93	-1	-15	2	3	-1.5
Cc1cccc2c3c([nH]c12)C(=O)CC(C)(C)S3	8	4	-4	123	3	6	5	4	1.3
COc1ccc(CC(=O)NNC(=O)c2cccs2)cc1	-3	1	-2	108	-1	5	2	-15	2.3
CSc1nc(=S)cc(C)[nH]1	0	7	-6	98	-4	5	3	2	-0.6
Cc1cc(O)c(C(=O)c2ccccc2C(=O)O)cc1C	5	0	-7	110	-3	9	4	7	-2.1
CCC(C(=O)Nc1ccccc1-c1ccccc1)c1ccccc1 (stereo not drawn)	4	3	-7	91	0	2	3	7	-1.1
O=C(N/N=C/c1cccnc1)c1sc2ccccc2c1Cl	-22	3	1	126	2	-11	-2	-1	0.6
O=C(NCCOc1ccc(F)cc1)C1CCC(=O)N(CC2CCCCC2)C1 (stereo not drawn)	13	4	-3	140	-2	3	4	9	-1.3
C=CC(C)(C)c1c(O)c(CC=C(C)C)c(O)c2c(=O)c3ccc(O)c(O)c3oc12	-30	-2	-1	102	1	11	-7	-3	3.9
CCOc1cc(CNc2ncn[nH]2)ccc1OCC(=O)NC(C)(C)C	-11	-3	-2	107	-4	12	2	4	-2.3
CN1CCN(C(=O)C23CC4CC(C)(CC(C)(C4)C2)C3)CC1	1	8	1	101	-3	-9	-7	3	-0.7
NC(=O)C1CCN(C2=C(NS(=O)(=O)c3ccc(Cl)cc3)C(=O)c3ccccc3C2=O)CC1	-1	4	3	151	3	-12	-14	-13	1.3
Cc1cc(C(=O)NCC(C)C)c2ccccc2n1	4	3	0	102	-5	-7	-12	-1	3.0
N#Cc1cccc(CSc2nnc(CCCO)n2-c2ccccc2)c1	10	0	-6	98	3	13	12	-2	-0.1
Cc1ccc(-c2nc3ncccc3o2)cc1NC(=O)CC(C)C	0	-5	-1	103	1	-1	-3	0	2.5
Cc1cccc(COc2ccccc2C(=O)OCC(=O)N(C)c2c(N)n(Cc3ccccc3)c(=O)[nH]c2=O)c1	0	5	1	96	0	2	-3	-2	1.9
Clc1ccc(-c2nnc(-c3ccc(Br)cc3)c(N3CCSCC3)n2)cc1	-9	1	0	108	-2	-6	-9	5	2.8
CC1CCCCN1C(=O)Cn1c(=O)n(C2CCCCC2)c(=O)c2ccccc21 (stereo not drawn)	-4	-4	-2	93	-1	1	13	0	0.6

The closing 5 entries of the part before lead into the next:
SMILES	GASC-1 inh	CTSL1 counter	TPT1 inh	CR mimetic SO	PP1 inh	ZTA DNA inh	EBNA-1 inhibitor	core dimer inh	PP5 primary
N#Cc1cccc(CSc2nnc(CCCO)n2-c2ccccc2)c1	10	0	-6	98	3	13	12	-2	-0.1
Cc1ccc(-c2nc3ncccc3o2)cc1NC(=O)CC(C)C	0	-5	-1	103	1	-1	-3	0	2.5
Cc1cccc(COc2ccccc2C(=O)OCC(=O)N(C)c2c(N)n(Cc3ccccc3)c(=O)[nH]c2=O)c1	0	5	1	96	0	2	-3	-2	1.9
Clc1ccc(-c2nnc(-c3ccc(Br)cc3)c(N3CCSCC3)n2)cc1	-9	1	0	108	-2	-6	-9	5	2.8
CC1CCCCN1C(=O)Cn1c(=O)n(C2CCCCC2)c(=O)c2ccccc21 (stereo not drawn)	-4	-4	-2	93	-1	1	13	0	0.6
CCOC(=O)C(=CNc1ccc(C(F)(F)F)cc1Cl)C(=O)OCC	1	4	-2	123	1	-16	-9	4	2.5
COc1ccc(OC)c(/C=C/C(=O)Nc2ccc3c(c2)CCC3)c1	-4	-1	-4	120	3	-10	-1	0	6.5
CCOC(=O)C(Sc1nn(C)c(=S)s1)C(C)=O (stereo not drawn)	6	1	0	103	-2	8	14	2	-2.3
O=C(c1cccc(Cl)c1)c1nn(-c2ccccc2)c(=O)cc1C(F)(F)F	2	1	0	99	2	7	-7	-17	4.5
O=C(NCCc1ccc(O)cc1)c1ccc(Cl)cc1	1	-3	-1	97	0	8	-8	-2	3.2
CCN(CC)C(=O)COc1ccc(/C(C)=N/NC(=O)c2ccccc2Br)cc1	4	7	-6	89	0	-17	7	-5	0.2
CCN1C(=O)[C@H]2[C@@H](c3ccc(-c4ccc5c(c4)OCO5)c(OC)c3)N[C@@](CC(C)C)(C(=O)OC)[C@H]2C1=O	.	0	1	101	0	-8	-1	7	0.7
O=[N+]([O-])c1ccc(N2CCCCC2)cc1	2	8	1	102	-1	-12	-4	-1	3.4
CCOc1ccc(NC(=O)Cn2c(=O)oc3ccccc32)cc1	6	-3	3	112	-2	-13	-6	-1	2.2
CC1CCN(C(=O)CSc2ccc(-c3ccc4c(c3)OCCO4)nn2)CC1	5	1	-2	92	5	3	-16	-10	2.2
COc1cc2c(cc1OC)C(C(=O)N1CCCCC1)C(c1ccccc1F)N(C)C2=O (stereo not drawn)	8	-4	-4	100	-2	-15	12	-3	1.9
O=C(NCCN1CCOCC1)C1CC(=O)N(c2ccc(Cl)cc2)C1 (stereo not drawn)	5	1	-5	95	0	-19	-4	-19	1.9
Cc1ccc(S(=O)(=O)Nc2cc(S(=O)(=O)N3CCOCC3)ccc2NCC2CCCO2)cc1 (stereo not drawn)	6	.	.	94	-5	-4	.	.	-0.1
CCCCc1nc2cc(C(=O)N3CCN(c4cnccn4)CC3)ccc2o1	8	-3	-5	88	-2	-10	-14	6	2.9
CC(C)CCNC(=O)c1c[nH]c2ccc(S(=O)(=O)N3CCC4(CC3)OCCO4)cc2c1=O	-1	0	5	86	5	0	-2	-1	2.8
Cc1ccc(Cn2c(SCCN3CCCCC3)nc3c2c(=O)[nH]c(=O)n3C)cc1	8	3	-3	102	6	4	-5	15	-6.5
COc1ccc(NC(=O)c2c(Nc3ccccc3)sc(C(=O)c3ccc(F)cc3)c2N)cc1	-7	-1	2	95	6	4	12	20	3.5
O=C1CC(c2ccccc2)CC(O)=C1C=NCCc1ccccc1 (stereo not drawn)	8	-4	-1	98	-1	8	-9	-2	0.3
CCOc1ccc(S(=O)(=O)Nc2cccc(C(=O)N3CCN(c4ccccc4O)CC3)c2)cc1	-4	.	.	105	-3	0	.	.	2.3
COc1ccccc1NC(=O)COC(=O)Cc1c[nH]c2ccccc12	2	2	0	104	-1	11	2	-1	-2.5
CCOC(=O)C1=NOC(Cn2cc(C#N)c(=O)n(C)c2=O)C1 (stereo not drawn)	7	-1	3	93	0	4	-14	2	1.0
Cc1cc(-c2ccc(S(=O)(=O)N3CCN(C)CC3)s2)on1	12	-1	-2	100	-4	3	2	1	0.2
Cc1ccc(C2NC(c3ccc(C)cc3)C(C)C(=O)C2C)cc1 (stereo not drawn)	0	-1	-1	95	-3	5	1	4	0.1
Cc1cc(=O)oc2cc(OCC(=O)N/N=C/c3cc([N+](=O)[O-])ccc3O)ccc12	-16	-3	0	138	-2	13	-12	1	3.6
Cc1ccccc1/[N+]([O-])=C/c1cccs1	-20	1	1	103	0	-27	-5	-12	4.5

(cont.)
SMILES	GASC-1 inh	CTSL1 counter	TPT1 inh	CR mimetic SO	PP1 inh	ZTA DNA inh	EBNA-1 inhibitor	core dimer inh	PP5 primary
CN1CCN(C(=O)CN2C(=O)NC(C)(c3ccc4ccccc4c3)C2=O)CC1 (stereo not drawn)	11	.	.	107	-6	7	.	.	4.2
O=C(CCCN1C(=O)c2ccccc2C1=O)Nc1sc2c(c1C(=O)NCc1ccco1)CCC2	153&8	0	-4	94	1	-9	-3	18	1.4
N#CCC(CNc1ncc(C(F)(F)F)cc1Cl)OC(=O)c1cccc([N+](=O)[O-])c1 (stereo not drawn)	2	2	-4	94	3	4	1	2	3.2
CCN1CCn2c1nc(N1CCCCC1)nc2=O	-4	4	-2	98	-2	4	-2	-2	-0.2
Cc1cccc(/N=C2/NC(=O)C(Cc3ccccc3)S2)n1 (stereo not drawn)	-6	3	-3	104	3	-9	-4	9	2.9
COc1cc(OC)c2ccc(=O)oc2c1C(CCN1CCN(c2ccccc2)CC1)c1ccc2c(c1)OCO2 (stereo not drawn)	15	4	-4	106	-1	-4	4	-7	1.5
Cc1cc(NC(=O)c2ccco2)ncc1NC(=O)Cc1ccccc1	10	-6	0	113	0	0	10	-6	3.7
Cc1ccccc1CNC(=O)COc1ccccc1	3	4	-1	91	0	-11	-16	-3	3.0
CCOc1ccc(C/C(N)=N/n2cnnc2)cc1	19	-4	-1	111	-8	-5	2	-3	-0.1
Cc1csc(=O)n1CCC(=O)OCC(=O)Nc1ccc(S(N)(=O)=O)cc1	9	.	.	107	3	-16	.	.	0.2
Cc1onc(-c2ccccc2)c1C(=O)c1c[nH]c(C(=O)NCCCN2CCOCC2)c1	4	-4	-1	108	5	11	4	-2	-2.0
CCCCc1nc(N2CCN(C(=O)c3ccco3)CC2)c(C#N)c2c1CCCC2	-6	6	-2	108	5	-5	11	0	2.5
C[C@@]12C(=O)N(c3cccc(Cl)c3)C(=O)N1[C@H](c1ccc(Cl)cc1)[C@@H]1C(=O)N(C3CCCCC3)C(=O)[C@@H]12	-9	2	-2	97	5	-1	0	17	4.6
O=C(NCCCN1CCOCC1)c1ccccc1-c1ccccc1	1	0	-3	104	-4	7	-1	3	-2.2
CCOC(=O)c1c(-c2ccccc2)csc1NC(=O)COc1ccc2c(C)cc(=O)oc2c1	59	-4	-3	98	3	-6	4	-1	-0.4
NC1=NC(=O)/C(=C/c2ccc(Cl)cc2Cl)S1	4	-8	0	95	5	15	-13	1	1.4
O=c1[nH]c2cc(S(=O)(=O)CCO)ccc2o1	7	-1	-4	105	0	-18	6	-3	-0.5
Cc1nc(-c2ccccn2)nc(SCC(=O)N2CCOCC2)c1Cl	0	10	-1	116	-3	4	-8	0	3.3
COC(=O)c1ccccc1NC(=O)c1cc(-c2ccco2)on1	8	1	0	110	1	-10	14	22	-0.2
CCc1nnc(NC(=O)CSc2ncnc3c2cnn3-c2ccc(OC)cc2)s1	-15	-5	-6	103	0	-3	4	-4	0.9
O=C(Nc1ccc(Cl)c(Cl)c1)Nc1ccccc1C(=O)O	-2	0	-1	102	8	-29	10	-1	6.1
COc1ccc(S(=O)(=O)NC(C)C(=O)NCc2cccnc2)cc1OC (stereo not drawn)	-1	-1	2	104	0	-30	1	-11	-5.3
COc1ccc(C(=O)Nc2c3c(nn2-c2ccc([N+](=O)[O-])cc2)CS(=O)(=O)C3)cc1	3	0	-3	87	2	9	-1	-1	0.8
CCOC(=O)/C(C#N)=C1/C=CN(c2ccccc2)C=N1	13	5	5	113	-3	-9	-5	-10	0.3
